hK5 inh: human KLK5 protease inhibitors, primary screen, biochemical, 1536-well; AID 873, 2007; Kallikrein-5 (Homo sapiens), Q9Y337; actives 0.59% (n = 210,000); recombinant hK5, fluorogenic AMC substrate cleavage; inhibition, % at 5 µM;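 active = inhibition of 40% or more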;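 note: 0% = enzyme controls without compound and 100% = no-enzyme blanks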
Furin inh: human furin inhibitors, primary screen, biochemical, fluorescence intensity. purified furin, fluorogenic substrate cleavage. actives 0.061% (n = 220,000). P09958. AID 463115, 2010. inhibition, % at 30 µM; in the data active = inhibition above about 25%; note: inactives centre near -15
Target sequence (P09958 108-714 limits assumed): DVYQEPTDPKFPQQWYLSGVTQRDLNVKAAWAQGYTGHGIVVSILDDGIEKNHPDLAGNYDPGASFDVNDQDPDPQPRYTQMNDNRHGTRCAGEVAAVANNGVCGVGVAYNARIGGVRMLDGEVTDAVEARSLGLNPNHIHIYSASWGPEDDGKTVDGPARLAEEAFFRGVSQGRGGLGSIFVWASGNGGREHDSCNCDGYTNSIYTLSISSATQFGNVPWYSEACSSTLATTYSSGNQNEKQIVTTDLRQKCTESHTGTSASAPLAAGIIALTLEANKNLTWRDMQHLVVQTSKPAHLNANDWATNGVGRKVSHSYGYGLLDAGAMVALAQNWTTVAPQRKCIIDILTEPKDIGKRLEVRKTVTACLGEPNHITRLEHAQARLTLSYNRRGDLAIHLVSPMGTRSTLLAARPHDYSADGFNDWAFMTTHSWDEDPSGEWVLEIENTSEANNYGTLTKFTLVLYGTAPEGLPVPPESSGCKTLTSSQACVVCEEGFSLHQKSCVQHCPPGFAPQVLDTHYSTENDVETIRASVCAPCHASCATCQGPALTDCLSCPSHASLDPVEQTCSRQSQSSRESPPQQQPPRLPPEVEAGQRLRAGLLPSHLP
Calpain2 inh: inhibitors of pig calpain II, primary screen, biochemical, fluorogenic peptide substrate, 1536-well; purified calpain II, 30 min; inhibition, % at 16 µM; actives 0.37% (n = 220,000); AID 1236, 2008;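 active = inhibition above about 50%, limit read from the data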
PERK inh: block of dimerizer-induced PERK translation repression, primary screen, PERK inhibitor project, CHO PERK-DD cells, SEAP luminescence, HTS; CHO PERK-DD fusion, SEAP luminescence translation reporter; inhibition, % at 5.6 µM; actives 0.17% (n = 220,000); AID 1416, 2008;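 active = inhibition above the mean inhibition of all tested compounds plus 3 SD, set separately per screening campaign, cut at about 2.9% in these data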;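 note: PERK kinase domain activated by AP20187 dimerizer at 100 nM; 0% = DMSO with dimerizer and 100% = rapamycin at 8.4 µM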
KCC2 mod: KCC2 cotransporter modulators, thallium flux, primary screen, cell-based, HEK293 KCC2, FluoZin-2 fluorescence, MLSMR. B-score of Tl+ flux slope (higher = more flux/activation; lower = inhibition) at 10 µM. actives 2.2% (n = 190,000). Solute carrier family 12 member 5 (Homo sapiens), Q9H2X9. KCC2 cells, thallium flux FluoZin-2 fluorescence. AID 1456, 2008;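 active = thallium flux slope and its plate-corrected score both differing from the plate sample mean at a set confidence after two filtering rounds, in either direction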;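 note: slope of fluorescence scaled to starting intensity during 10 to 20 s after thallium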
FXIa inh 1536: human FXIa protease inhibitors, primary screen, biochemical, 1536-well | Coagulation factor XI (Homo sapiens), P03951 | purified FXIa, Boc-Glu-Ala-Arg-AMC fluorogenic substrate | inhibition, % at 5 µM | actives 0.14% (n = 220,000);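 active = inhibition of at least 40%; inactive = inhibition below 40%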;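 note: fluorescence of freed AMC excited at 355 nm; 0% = enzyme without compound and 100% = no enzyme blank; many of its hits are not listed in these tables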
Thrombin inh: human alpha-thrombin inhibitors, primary screen, counter-screen for coagulation protease inhibitor project, biochemical, 1536-well, fluorogenic AMC substrate. actives 0.26% (n = 220,000). Prothrombin (Homo sapiens), P00734. inhibition, % at 5 µM. AID 1046, 2008. Boc-VPR-AMC fluorogenic substrate cleavage;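 active = inhibition at or above 40%; inactive = inhibition below 40%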;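 note: 0% = enzyme with no compound and 100% = wells without enzyme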
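System – human alpha-thrombin · Medium – pH 7.5 Tris (50 mM) with NaCl 150 mM, Tween 20 0.05% · Compound – single-point dosing at 5 µM, 0.2% DMSO · Incubation – enzyme reaction carried out at room temperature · Technique – fluorescence of released AMC, ex 355 nm, em 460 nm · Read-out basis – % inhibition of thrombin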
Rad51 HR inh: human RAD51 strand exchange inhibitors, primary screen, biochemical, fluorescence; hRad51 DNA strand exchange, fluorescence dequenching; inhibition, % at 10 µM; DNA repair protein RAD51 homolog 1 (Homo sapiens), Q06609; actives 0.085% (n = 200,000);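 active = inhibition above 40% at the single screening dose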;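 note: 0% = DMSO control wells and 100% = blanks with heterologous ssDNA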
Target sequence (Q06609 whole entry, looked up): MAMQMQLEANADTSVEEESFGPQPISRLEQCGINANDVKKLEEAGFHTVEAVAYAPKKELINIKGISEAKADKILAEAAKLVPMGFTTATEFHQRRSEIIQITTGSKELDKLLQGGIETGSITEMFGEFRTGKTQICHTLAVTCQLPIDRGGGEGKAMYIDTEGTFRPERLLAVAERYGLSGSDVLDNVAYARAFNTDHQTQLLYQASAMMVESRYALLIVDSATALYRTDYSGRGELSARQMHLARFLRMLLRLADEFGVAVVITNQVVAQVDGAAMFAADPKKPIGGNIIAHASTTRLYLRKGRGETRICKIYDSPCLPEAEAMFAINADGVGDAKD
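Test system: preformed human Rad51 ssDNA filaments. Compound dosing: single dose, 10 µM final compound. Incubation: filaments 15 min 37 °C, then compound 30 min. Technique: FRET fluorescence dequenching, excitation 485 nm, emission 520 nm. Read-out basis: percent inhibition from fluorescence, normalised to plate control and blank means. Benchmarks: plate controls and plate blanks.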
FXIIa inh 1536: human FXIIa protease inhibitors, primary screen, biochemical, 1536-well. Coagulation factor XII (Homo sapiens), P00748. AID 800, 2007. actives 0.3% (n = 220,000). purified FXIIa, Boc-QGR-AMC fluorogenic substrate, 2 h. inhibition, % at 5 µM; in the data active = inhibition above about 40%;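 note: 0% = enzyme with no compound and 100% = blank without enzyme; many of its hits are not listed in these tables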
Numbers without * were called inactive; i = inactive; . = no result given; & = joins results of further samples; [ ] = remark or other dose.

cpd	canonical_smiles	hK5 inh	Furin inh	Calpain2 inh	PERK inh	KCC2 mod	FXIa inh 1536	Thrombin inh	Rad51 HR inh	FXIIa inh 1536
1	O=C(/C=C/c1ccccc1)C1=C(O)C(=O)N(CCO)C1c1ccc2c(c1)OCO2 (stereo unspecified)	-4	-6	-14	0.7	0.92	-4	-13	9	1
2	CCCC(=O)Nc1cc(C(F)(F)F)ccc1N1CCOCC1	-20	-11	-7	-0.8	-1.1	1	-1	1	-2
3	CCOC(=O)c1ccc(N2C(=O)CC(N3CCN(C(=O)c4ccco4)CC3)C2=O)cc1 (stereo unspecified)	-7	-31	-3	0.3	0.51	20	5	1	28
4	CC(=O)c1c(C(C)=O)c(C)n(-c2ccc(C(=O)O)cc2)c1C	-18	-2	-11	0.5	0.61	0	-14	-1	8
5	CCOc1cc(N2CCOCC2)c(OCC)cc1NC(C)C(=O)N1CCC(C)CC1 (stereo unspecified)	5	-10	12	0.2	0.29	19	-11	-3	7
6	O=C(CCc1ccc(S(=O)(=O)N2CCOCC2)cc1)N/N=C/c1ccc(F)cc1F	-6	-16	8	-0.2	0.99	1	-7	4	2
7	CCOC(=O)c1c(C)[nH]c(C)c1C(=O)COC(=O)C1CCCN1S(=O)(=O)c1ccccc1F (stereo unspecified)	-17	-35	-3	1.0	-0.069	3	-5	.	13
8	Cc1ccccc1Cn1nc(C)c(NC(=O)c2noc3c2CCCC3)c1C	-3	-15[20 µM]	13	-1.4	0.33	0	0	-1	13
9	O=C(/C=C/c1ccccc1Cl)NCCN1CCOCC1	-4	-8[20 µM]	-6	0.3	1.6	-3	1	-5	8
10	CN1CCN(C(=O)N2c3ccccc3CCc3ccccc32)CC1	2	-3	-4	0.5	.	-5	6	4	7
11	CCOC(=O)c1cnn(-c2nc(CC)nc3sc4c(c23)CCC4)c1N	-15	-15	14	2.2	.	-6	4	0	10
12	COc1ccc(OCC(O)CN2C(=O)c3ccccc3S2(=O)=O)cc1 (stereo unspecified)	-29	-20	1	-0.1	-0.97	-7	0	.	-1
13	O=C(CNC(=O)c1ccco1)OCC(=O)c1ccc2c(c1)CCCC2	1	-28	20	0.6	.	-7	-3	2	-7
14	CN1CCN(c2nc3nonc3nc2N2CCN(C)CC2)CC1	1	0	-4	1.6	.	4	-4	-9	6
15	C=CCNc1ncnc2c1[nH]c1ccc(Cl)cc12	-3	-25[20 µM]	-34	-1.4	0.49	-6	-6	-2	-10
16	COc1ccc(N/N=C(\C#N)C(N)=O)cc1	-4	5	22	1.2	-0.17	7	-1	1	13
17	COc1ccc(N(CC(=O)NCC(C)C)S(=O)(=O)c2ccccc2)cc1	1	-24	-10	-0.2	-0.0036	2	-7	-6	8
18	O=C(CN1CCN(C2CCCCC2)CC1)c1ccc2cc[nH]c2c1	-6	-20	-341	0.6	0.03	-3	-4	.	4
19	COc1ccc(-c2nc3ccccc3n2Cc2ccccc2)cc1	-5	-3[20 µM]	-22	-0.8	-0.24	-2	-5	.	10
20	COCCCNc1nc2c(-c3ccc(Cl)cc3)nnn2c2ccccc12	-33	-29	i	0.4	-0.032	-9	-10	.	-7
21	O=C(CSc1ccccc1F)NC(=O)NCc1ccco1	-10	-11	-217	0.7	-0.077	-5	-9	0	5
22	COc1ccccc1-n1c(CCn2nc(C)c(Br)c2C)n[nH]c1=S	-11	-16	-11	0.1	-0.14	-4	-5	1	6
23	CCn1c(C(=O)N2CCC(C(=O)NCCCSC3CCCCC3)CC2)cc2sccc21	-8	-4	29	-0.8	0.23	-2	-2	2	12
24	O=[N+]([O-])c1ccc(/C=N/Nc2nc(-c3ccccc3)c3cc(Br)ccc3n2)o1	-15	-3[20 µM]	-72	0.6	0.56	1	5	.	15
25	CN(C)CC(C)(C)CNS(=O)(=O)c1ccc(Cl)c(Cl)c1	-2&24	-4	9&9	0.3&0.3	1.7&1.5	-3&-3	-11&15	4&9	5&0

Copied from the list.
PERK inh with entry 4 reads 0.5
KCC2 mod with entry 24 reads 0.56

(cont.)
cpd	canonical_smiles	hK5 inh	Furin inh	Calpain2 inh	PERK inh	KCC2 mod	FXIa inh 1536	Thrombin inh	Rad51 HR inh	FXIIa inh 1536
26	COc1ccccc1N1CCN(C(=O)CSc2ncccc2-c2nc3ccccc3[nH]2)CC1	0	-15[20 µM]	-90	-2.1	.	-1	-3	-4	12
27	CCOC(=O)c1sc(NS(=O)(=O)c2ccc(C)cc2)nc1C	2	-11[20 µM]	-15	0.6	1	0	2	-1	7
28	O=C(NCCN1CCCOC1=O)C(=O)NCCN1CCCOC1=O	4	-30	-12	1.7	-0.23	2	-3	.	11
29	CC12CN(NC(=O)c3ccccc3F)C3(C#N)CC1CCC23C (stereo unspecified)	0	-8	25	-0.6	0.21	0	-1	-5	11
30	CCCN(CC1CC1)C(=S)NC(=O)c1ccc(S(=O)(=O)N2CCOCC2)cc1	-3	-19	21	-0.3	5.6*	-7	-10	1	4
31	COc1ccc(Cl)cc1C(=O)N1CCN=C1SC	-4	-3	-6	1.4	0.17	-10	-7	0	-4
32	CCOc1ccc(C(=O)NCc2ccncc2)cc1	0	-23	16	-0.6	-1	-7	-2	-1	0
33	CCn1c(CSCc2ccc(Cl)cc2)nnc1SCC(=O)Nc1cccc(C(=O)O)c1	.	-13	10	0.6	0.43	3	-2	.	9
34	Cc1ccc(N2CCN(C(=O)CCc3nc4ccccc4[nH]3)CC2)c(C)c1	-3	-27	2	-0.8	-0.22	1	-1	-5	15
35	CC[C@H]1OC(=O)[C@H](C)[C@@H](O[C@H]2C[C@@](C)(OC)[C@@H](O)[C@H](C)O2)[C@H](C)[C@@H](O[C@@H]2O[C@H](C)C[C@H](N(C)C)[C@H]2O)[C@](C)(O)C[C@@H](C)[C@@H]2N[C@@H](COCCOC)O[C@H]([C@H]2C)[C@]1(C)O	-5	-8	23	-1.0	0.3	19	19	-6	15
36	Cc1c(C(=O)NCCSCc2cccc(C(F)(F)F)c2)cnn1-c1ccc(Cl)cc1	0	-1	-12	-0.4	0.017	-4	1	4	5
37	Cc1ccc(NC(=S)NNC(C)(C)C)cc1	-4	-2	7	0.8	-0.43	-6	2	11	5
38	COc1ccc(NC(=S)NCc2cccs2)cc1OC	3	-13	4	-0.5	-1.7	-5	0	6	7
39	Cc1ccc2nc(C)c(C(=O)N/N=C/c3ccccc3[N+](=O)[O-])cc2c1	-15	-21	3	-0.2	-0.5	0	-7	2	9
40	CCOC(=O)N=Nc1c(O)n(CC)c2ccccc12	4	-21	1	1.1	-0.14	-1	-2	5	7
41	CCOc1ccc(NC(=O)N(CCCN2CCOCC2)Cc2cccnc2)cc1	1	-11	18	0.4	1.4	-4	-2	-3	4
42	O=C(CSc1nnc(-c2ccncc2)n1-c1ccc(F)cc1)NC(=O)NCc1ccco1	-42	-17[20 µM]	-32	-0.4	-1.6	4	3	7	4
43	NC(=O)CCn1nc(-c2ccc(Cl)cc2)c2ccccc2c1=O	-17	-15[20 µM]	-1	0.6	-0.91	-5	-2	13	8
44	CN1CCN(C(=O)C2=C[C@H](c3coc4ccccc4c3=O)C[C@H](OCc3ccc(CO)cc3)O2)CC1	-1	-32	-12	1.2	-0.0079	-1	-3	1	5
45	CCOC(=O)c1cnc2ccc(C)cc2c1Sc1ccc(F)cc1	-19	-13[20 µM]	30	0.2	-0.0049	6	-2	.	12
46	COc1ccc(CCNC(=O)CSc2cn(Cc3ccccc3)c3ccccc23)cc1OC	-5	-7	-5	-0.7	-1.3	5	1	2	12
47	CC(=O)N1CCc2ccc(NC(=O)c3c(-c4c(Cl)cccc4Cl)noc3C)cc21	0	-25	3	-0.9	.	6	-2	20	9
48	CCN(C(=O)COC(=O)c1ccc2c(=O)n3c(nc2c1)CCC3)C1CCS(=O)(=O)C1 (stereo unspecified)	-3	-9	-68	0.2	1.9	5	-5	6	5
49	Cc1[nH]c2ccccc2c1SCCN	.	-19	.	-0.6	-1.1	.	.	0	.
50	O=C(Cc1ccccc1)NCC(=O)OCC(=O)c1cccs1	-13	-19[20 µM]	-23	1.6	.	3	-1	-3	18

The list goes on, overlapping the part above by 2 compounds.
cpd	canonical_smiles	hK5 inh	Furin inh	Calpain2 inh	PERK inh	KCC2 mod	FXIa inh 1536	Thrombin inh	Rad51 HR inh	FXIIa inh 1536
49	Cc1[nH]c2ccccc2c1SCCN	.	-19	.	-0.6	-1.1	.	.	0	.
50	O=C(Cc1ccccc1)NCC(=O)OCC(=O)c1cccs1	-13	-19[20 µM]	-23	1.6	.	3	-1	-3	18
51	CC1CCC(N2CCN(c3ncccn3)CC2)CC1 (stereo unspecified)	8	-22[20 µM]	-4	1.8	1.1	-2	0	-9	8
52	Cc1cc2oc(=O)cc(Cn3ccnc3)c2cc1C	-15	-23	-112	1.1	0.17	-5	2	6	14
53	CCCCc1ccc(S(=O)(=O)Nc2ccc(C)c(NS(C)(=O)=O)c2)cc1	-8	-12	26	-0.6	-0.028	-6	-9	-7	0
54	CC(=O)Nc1cccc2c1C(=O)N(c1ccc(OC(C)=O)cc1)C2=O	3	-12	10	0.6	.	0	-2	-91	5
55	COc1ccc(N(C)C(=O)Cc2c(C(=O)O)[nH]c3ccccc23)c(OC)c1	-3	-29	-15	0.5	0.078	7	-33	3	6
56	CCN(CC)c1c([N+](=O)[O-])c(=O)n(CC)c2ccccc12	-1	-12	-5	-0.5	-4.6*	-1	-2	3	9
57	Cc1ccc(CNC(=O)C2CCCN2C(=O)NCc2ccccc2)cc1 (stereo unspecified)	3	-2[20 µM]	-21	-0.1	2.6	4	2	-4	17
58	O=c1c2ccccc2nc(SCc2ccc([N+](=O)[O-])cc2)n1-c1ccc(Cl)cc1	-2	-4	-15	0.3	0.59	17	0	-7	8
59	COc1ccc(CCNC(=O)c2c([S-])n(-c3ccc(C)cc3)c3cccc[n+]23)cc1	8	-21	-17	1.1	-0.45	-2	-2	-1	6
60	COc1ccc(OC)c(S(=O)(=O)N2CCC(C(=O)NCC3CCCO3)CC2)c1 (stereo unspecified)	-11	-22[20 µM]	-58	0.9	.	-6	-18	-4	7
61	Cn1c(SCC(=O)N/N=C/C=C\c2ccco2)nc2ccccc21	-10	11[20 µM]	18	-0.8	.	4	-1	-4	20
62	Cc1nnc(SCc2cc(=O)[nH]c(N3CCN(C)CC3)n2)s1	-1	-3	19	0.5	0.99	-10	-3	.	-4
63	CC1(C)CC(=O)C(C=Nc2ccc(O)cc2)=C(O)C1	-3	16	-6	0.2	-0.14	8	3	-101	18
64	CN1CCN(NC(=O)c2ccc(Br)s2)CC1	-5	-22	-22	1.1	-0.11	-2	-5	.	4
65	CC(C)c1nnc(NC(=O)CN(C)S(=O)(=O)c2ccc3c(c2)OCCO3)s1	10	-3	-10	0.3	-0.0064	-5	-7	3	-10
66	Cc1ccc(C(=O)OCC(=O)Nc2sc3c(c2C#N)CCCCC3)cc1NC(=O)c1ccco1	3	-20	-213	0.3	-0.09	-2	-3	3	4

The list is partial, so the mix of outcomes need not match the whole.
